RT RNaseH block: blocks HIV-1 RNase H cleavage of RNA/DNA duplex | RT-RNase H RNA/DNA duplex cleavage, fluorescence | inhibition, % at 10 µM | 1.9% of 65,000 active; in the data active = inhibition above about 50%
RmlCD inh mix: RmlC/RmlD inhibition, mixture screen; RmlC/RmlD coupled enzyme inhibition, 384-well mixture HTS; inhibition, % at 5.5 µM; 0.39% of 110,000 active; AID 1532; in the data active = inhibition above about 30%, passing the limit was not always enough; inconclusive = no clear call, values can overlap the other calls; also: strong numbers were not always called active
An asterisk follows results filed as active; ? = inconclusive; / = no result given.

Structure	RT RNaseH block	RmlCD inh mix
Cc1ccc(CSc2nc3c(c(N(C)C)n2)CCCC3)cc1	/	8
CCN1CCN(C(c2cccnc2)c2cc(Cl)c3cccnc3c2O)CC1 (centres undefined)	/	8
CCn1c(C)c(C(C)=O)c(N2CCC(C(N)=O)CC2)nc1=S	3	3
CC(=O)Oc1cccc(N2C(=O)C3CC=CCC3C2=O)c1 (centres undefined)	/	-9
CC(C)CO/C(=N/S(=O)(=O)c1ccccc1)c1ccccc1	/	-15
O=C(CSc1ncc(-c2ccc(F)cc2)n1Cc1ccco1)Nc1ccc2c(c1)OCO2	-26	/
ON1C2CCCCC2N(O)C1c1ccccc1C(F)(F)F (centres undefined)	/	6
CC(C)(C)[C@H]1C=C(C(=O)NCc2nc3ccccc3[nH]2)O[C@@H](OCCCCO)C1	/	8

Random excerpt: four entries already listed.
Structure	RT RNaseH block	RmlCD inh mix
CCn1c(C)c(C(C)=O)c(N2CCC(C(N)=O)CC2)nc1=S	3	3
O=C(CSc1ncc(-c2ccc(F)cc2)n1Cc1ccco1)Nc1ccc2c(c1)OCO2	-26	/
CCN1CCN(C(c2cccnc2)c2cc(Cl)c3cccnc3c2O)CC1 (centres undefined)	/	8
CC(C)(C)[C@H]1C=C(C(=O)NCc2nc3ccccc3[nH]2)O[C@@H](OCCCCO)C1	/	8

Following part:
Structure	RT RNaseH block	RmlCD inh mix
CC(=O)c1ccc(NC(=O)c2noc3c2CCCCC3)cc1	-14	/
CCOC(=O)C(NC(=O)CC)(Nc1ccc(S(=O)(=O)Nc2ncccn2)cc1)C(F)(F)F (centres undefined)	-8	3
O=C(NCc1ccccc1)c1ccc2c(=O)n(CC3CCCO3)c(=S)[nH]c2c1 (centres undefined)	/	9
Cn1nnnc1SCc1ccc(C(=O)Nc2ccc(Br)cc2)cc1	/	-11
CCN(CC)c1ccc(NC(=O)CN2CCN(CC(=O)Nc3ccc(F)cc3)CC2)cc1	-4	5
Cc1csc(-c2cnn(-c3ccccc3)c2NC(=O)c2ccccc2)n1	-4	1
COc1ccc(C(=O)NC2CC3CCCC(C2)N3CC(C)C)cc1OC (centres undefined)	-13	11
Cc1nc2c(Cl)cccc2[nH]1	/	-12
CCOC(=O)c1c(N)sc(C(=O)N2CCOCC2)c1C	0	24
Cc1ccc(C(C)C)c(Oc2nnnn2-c2ccccc2)c1	-38	-12
COc1ccc(OC)c(S(=O)(=O)N2c3cc(F)ccc3CCC2C)c1 (centres undefined)	-52	7
Cc1cccc(NC(=O)c2ccc3ccccc3n2)c1C	/	2
O=C(NCc1ccccn1)c1c(O)c2c([nH]c1=O)CCCC2	-17	-23
O=C(NC1CCCCC1)c1ccc(S(=O)(=O)N2CCOCC2)cc1	-3	7
CC(C)CCNC(=O)CCNS(=O)(=O)c1ccc(Cl)cc1	-2	5
Cc1c(Cl)cccc1NC(=O)CC(C(=O)O)C1CCCO1 (centres undefined)	-9	-8
CCOC(=O)c1c(NC(=O)CSc2nnc(-c3ccc(C)cc3)o2)sc(C(C)=O)c1C	/	-6
O=C(COc1cc(Cl)c(Cl)cc1Cl)NC(=O)NC1CCCC1	/	-9
Cc1cc(C)n(C(=O)CNC(=O)c2cccs2)n1	-1	-19
O=C(Nc1ccc(NC(=O)C2CC2)nc1)c1ccco1	2	6
COc1cc(OC)c2c3c(c(C4CCCCC4)nc2c1)CCC3	/	-40
COc1cccc(CNn2c(-c3cccc(C)c3)nc3ccccc3c2=O)c1	/	-16
c1csc(-c2nn3c(C4CCCCC4)nnc3s2)c1	-10	/
N#CC1=C(N)OC2=C(C(=O)CCC2)C12CCN(C(=O)OCc1ccccc1)CC2	-12	15
CC(=O)N1CCN(C2=Nc3cccc4cccc2c34)CC1	-6	-1
CC(C)Cn1c(=O)[nH]c2ccccc21	/	10
CCCc1cc(C(N)=O)c(NC(=O)C2CCCO2)s1 (centres undefined)	76*	9
CC1(C(=O)NC2CCCC2)CCC(=O)N1Cc1ccccc1Cl (centres undefined)	/	12
CCC1(CC)Nc2ccccc2C(=O)N1c1ccc(NC(C)=O)cc1	-2	18
Cc1ccc(NC(=O)c2cc(C)on2)cc1	3	6
CCOc1ccc(Nc2ncnc3c2cnn3-c2ccccc2)cc1	0	/
CSc1ccc(-c2nnn(Cc3ccc(C)cc3)n2)cc1	-30	-7
CC1CN(Cc2ccc(Cl)cc2Cl)CC(C)O1 (centres undefined)	/	-8
CC(C)Nc1nc(Cl)nc(NNC(=O)C(C)Oc2ccccc2)n1 (centres undefined)	/	-12
COc1cc(/C=N/n2cnnc2)ccc1OCc1ccc(C)cc1	/	-1
CCS(=O)(=O)NCC(c1cccnc1)N1CCN(c2ccc(F)cc2)CC1 (centres undefined)	-24	-12
Cc1cc(C(=O)N2CCOCC2)n(-c2ccccc2)n1	-7	10
CCOC(=O)C1=C(C)NC2=C(C(=O)CCC2)C1c1cccs1 (centres undefined)	-16	-7
COc1ccc(N(CC(=O)NC(C)C)S(=O)(=O)c2ccc(NC(C)=O)cc2)cc1	/	6
Cc1nc2sccn2c(=O)c1Cl	/	-10

Single records (already shown).
Results for ON1C2CCCCC2N(O)C1c1ccccc1C(F)(F)F (centres undefined) : RT RNaseH block = /; RmlCD inh mix = 6
Results for CC(C)Nc1nc(Cl)nc(NNC(=O)C(C)Oc2ccccc2)n1 (centres undefined) : RT RNaseH block = /; RmlCD inh mix = -12

Reformatted: 4 of the compounds above.
O=C(Nc1ccc(NC(=O)C2CC2)nc1)c1ccco1
  RT RNaseH block: 2	RmlCD inh mix: 6
COc1cc(OC)c2c3c(c(C4CCCCC4)nc2c1)CCC3
  RT RNaseH block: /	RmlCD inh mix: -40
COc1cccc(CNn2c(-c3cccc(C)c3)nc3ccccc3c2=O)c1
  RT RNaseH block: /	RmlCD inh mix: -16
c1csc(-c2nn3c(C4CCCCC4)nnc3s2)c1
  RT RNaseH block: -10	RmlCD inh mix: /

Next section:
Structure	RT RNaseH block	RmlCD inh mix
CC(C)CN(CCC(=O)O)CC(C)C	/	6
Cc1noc(C)c1COC(=O)CCC(=O)c1ccc(F)cc1	-21	8
COc1ccc(C)cc1S(=O)(=O)Nc1cccc(SC)c1	-54	4
COc1cccc(C2C(C(=O)c3cccs3)=C(O)C(=O)N2CCCn2ccnc2)c1OC (centres undefined)	2	/
CC(C)(C)n1ncc2c(=O)n(CC(=O)N3CCc4ccccc43)cnc21	-16	-5
COc1ccc(N(CC(O)CN2CCCCC2)S(=O)(=O)c2ccc(C)cc2)cc1 (centres undefined)	3	-5
N#Cc1ccc(-c2ccc(F)cc2)nc1Oc1ccc(F)cc1	/	-17
Fc1ccccc1CSc1nc2ncc(Br)cc2[nH]1	/	2
Cc1c(NS(C)(=O)=O)c(=O)n(-c2ccccc2)n1C	-10	2
CCN(CC)Cc1c(O)ccc2c(=O)c(-c3ccc4c(c3)OCCO4)coc12	/	-3
CCOC(=O)Cc1csc(NC(=O)c2ccc3c(c2)OCO3)n1	-4	-4
Cc1[nH]c2ccc(-c3nnc(SCC(=O)N4CCCc5ccccc54)o3)cc2c1C	45	-3
CCCCn1c(N)c(-c2nc3ccccc3s2)c2c([N+](=O)[O-])nn(C)c(=O)c21	/	9
CCCCOc1ccc(CN(C)c2ncnc(N)n2)cc1	5	-9
O=C(CSc1nc2ccccc2[nH]1)Nc1ccc(F)cc1	-23	-13
N#Cc1c(-c2ccccc2)nc2n(-c3ccccc3)nc(C(=O)Nc3ccccc3)n2c1=O	/	-9
C=CCn1c(SCc2nc3c(c(=O)[nH]c(=O)n3CCCC)n2CCC)nnc1-c1ccccc1	6	19
Cc1sc2nc(SCC(=O)c3cc(C)n(CC4CCCO4)c3C)n(C(C)C)c(=O)c2c1C (centres undefined)	-1	13
COc1ccc(N2C(=O)CCC(C(=O)N3CCC(C(N)=O)CC3)C2c2ccc(F)cc2)cc1 (centres undefined)	2	10
Cc1c(C(=O)NCc2cccnc2)sc2nc(-c3ccccc3)cn12	0	/
N#Cc1c(/N=C/c2cc(Br)cs2)sc2c1CCC2	/	14
N#Cc1c(NC(=O)CCC(=O)O)sc2c1CCCC2	-2	8
COCCn1c(CN2CCN(c3ccc(OC)cc3)CC2)nc2c1c(=O)n(C)c(=O)n2C	5	-5
CCCC(=O)NC(Nc1cc(C(F)(F)F)ccc1Cl)C(Cl)(Cl)Cl (centres undefined)	/	6
CC1CN(C(=O)Cn2cnc3c2c(=O)n(C)c(=O)n3C)CC(C)O1 (centres undefined)	-3	11
COc1ccc([N+](=O)[O-])cc1NC(=O)CC(C)c1ccccc1 (centres undefined)	/	?
Cc1ccc(S(=O)(=O)N2CCOCC2)cc1C(=O)Nc1c(C)n(C)n(-c2ccccc2)c1=O	3	1
Cc1cc2oc3ccc(NCCCn4ccnc4)cc3c(=O)c2cc1C	/	-15
COc1ccc(OC)c(Nc2nc(-c3cccs3)cs2)c1	-28	-3
COc1ccc(CNC(=O)CSc2nnnn2Cc2ccccc2)cc1	-25	3
COC(=O)CCCC1=CC2=C(c3ccccc3)C(=O)C(C)(OC(=O)C3CCCC3)C(=O)C2=CN1Cc1ccc2c(c1)OCO2 (centres undefined)	/	5
O=C(O)CCC(=O)N1CCN(c2nc3ccccc3s2)CC1	-6	-8
Cc1ccccc1N1C(=O)c2cccc3c(N(C)CCO)ccc(c23)C1=O	-18	-10
CCOC(=O)c1c(N)sc(=S)c2c1CCC2	48	0
CCOc1ccc2[nH]c(=O)c(CN(Cc3nnnn3CCc3ccccc3)CC3CCCO3)cc2c1 (centres undefined)	-2	17
Fc1cccc(Cl)c1Cn1nnc(-c2ccc(N3CCOCC3)cc2)n1	/	-12
CC1CCN(S(=O)(=O)c2ccc(Br)s2)CC1	-24	-8
COc1ccc(N/C(=N\c2nc(C)cc(C)n2)NC(=O)C(C)C)cc1OC	0	6
CC(=O)c1c(C)[nH]c(C(=O)OCC(=O)N2CCN(S(=O)(=O)c3ccc(C)cc3C)CC2)c1C	/	5
CC(=O)OC(C(=O)NCc1ccc2c(c1)OCO2)c1ccccc1Cl (centres undefined)	-11	-5
CCCN(CCC)CCNC(=O)c1cc2c(=O)n(C)c3ccccc3c2n1C	-1	-6
O=C(/C=C/c1ccc(Cl)cc1)Nc1ccc(N2CCCCC2)cc1	/	-10
COc1ccc(N(CC(=O)NCCSc2ccccn2)S(C)(=O)=O)cc1	/	94
COC(=O)CCC(=O)Nc1nc(-c2ccccc2)cs1	-19	7
NC(=O)CN1CCOCCOCCN(CC(N)=O)CCOCC1	/	-16
CCCCN1C(=S)NC[C@@H]1Cc1cccc2ccccc12	/	4
O=C(CCCCn1c(=O)c2ccccc2n(CC(=O)Nc2cccc(F)c2)c1=O)NCc1ccco1	-9	10
Nc1ccc(C(=O)Nc2ccccc2C(=O)O)cc1	/	2
COc1cc(CN2CCN(c3ccccc3F)CC2)cc(OC)c1O	-15	14
CC(C)CN(CC(C)C)c1nc(N)c(C#N)c(CC#N)c1C#N	-47	8
NC12CC3CC(C1)CC(O)(C3)C2	-21	6
CC(=O)Nc1ccccc1NC(=O)C(F)(F)F	-8	9
O=S(=O)(c1ccc(Br)s1)N1CCN(c2ncccn2)CC1	/	0
COCCNC(=O)c1ccc2c3n(nc2c1)-c1ccccc1CO3	/	-9
CCSc1nc2c(c(=O)[nH]1)C(C(C)C)C(C#N)=C(N)O2 (centres undefined)	-8	5
Cc1csc(NC(=O)c2cc3c(s2)CCCC3)n1	/	6

Additional structures follow:
Structure	RT RNaseH block	RmlCD inh mix
O=C(CSc1nnc(-c2cccnc2)n1Cc1ccco1)c1ccc(Cl)c(Cl)c1	22	14
CCOc1ccc(CCNC(=O)C(CC)n2nc(C)n3c(cc4sccc43)c2=O)cc1OCC (centres undefined)	5	1
CN1C(=O)N(C)C2CC1N(C)C(=O)N2C	-3	29
Cc1ccc(OCCn2c(C)c(/C=N/n3cnnc3)c3ccccc32)cc1	-27	5
O=C(NCCc1ccccc1)C1CCCN1S(=O)(=O)c1ccc(F)cc1 (centres undefined)	/	9
CCOC(=O)c1c(C)[nH]c(C(=O)COC(=O)c2cn(CC)c3nc(C)ccc3c2=O)c1C	8	/
CC(=O)N1CCCc2cc(S(=O)(=O)CCC(=O)N3CCN(c4ccccc4)CC3)ccc21	/	5
O=C(Oc1ccc2ccc(OC(=O)N3CCOCC3)cc2c1)N1CCOCC1	-3	-7
CCOC(=O)N1CCN(c2nc(C)cc(C(F)(F)F)n2)CC1	2	2
CCOC(=O)c1c(-c2ccc(OC)cc2)nc2nonc2c1N	-12	-9
O=C(NC1CC1)C1=C[C@@H](c2ccc(C(F)(F)F)cc2)C[C@@H](OCc2ccc(CO)cc2)O1	/	-11
Cn1ccnc1SCC(=O)Nc1cc(C(F)(F)F)ccc1N1CCOCC1	/	-5
Cc1c(N2C(=O)CSC23C(=O)Nc2ccccc23)c(=O)n(-c2ccccc2)n1C (centres undefined)	-2	?
C/C(=C\C(=O)N1CCc2ccccc21)C(=O)O	/	-8
CC(C)C(c1nnnn1Cc1ccccc1)N(CCCO)Cc1cc2cc3c(cc2[nH]c1=O)OCO3 (centres undefined)	89*	-12
CCC(C)c1ccc(O)c(N)c1 (centres undefined)	60*	-19
CC(Nc1nc(-c2ccc(F)cc2)cs1)c1nc2cc(Cl)c(N3CCCCC3)cc2n1CCOCCO (centres undefined)	/	10
COc1ccc(OC)c(C(c2nnnn2C(C)(C)C)N2CCc3ccccc3C2)c1 (centres undefined)	-6	54

Some of the compounds tested; rates above refer to the full screens.
